HIF-2a block = HIF-2a reporter inhibitors, primary screen, luminescence, 786-0 RCC cells; 786-0 RCC cells HIF-2a reporter, luciferase luminescence, overnight; inhibition, % at 18.8 µM; 360,000 compounds, 0.72% hits; AID 624352, 2012;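 active means inhibition of the luminescence signal of 40% or more relative to plate controls, in a single-dose primary screen at 18.75 µM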
CaV13 FRET inh = Disruptors of the CACNA1D IQ motif to Ca2+-dependent inactivation inhibitor domain association, primary screening, Förster resonance energy transfer in intact living …. inhibition, % at 12.3 µM. HEK cells, CFP/YFP FRET ICDI-IQ, plate reader, 10 min; percent FRET-ratio fall versus neutral wells. AID 743397. 340,000 compounds, 0.098% hits;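 active means mean replicate inhibition of at least 30% and at least 1% of replicates passing that level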;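 further: 0% = median of the neutral control wells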
Peg3 prom inh = Peg3 promoter-driven luciferase inhibitors, primary screen, cell-based, HeLa, luciferase luminescence. 360,000 compounds, 1.7% hits. inhibition, % at 20 µM. HeLa PEG-Prom luciferase reporter, overnight. AID 588405, 2011;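 active means inhibition of at least 50% at 20 µM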
MITF TRPM1 inh = inhibitors of MITF-dependent TRPM1 promoter reporter, primary screen, cell-based, SK-MEL-5, single point, luciferase; SK-MEL-5 TRPM1 promoter luciferase, 24 h; inhibition, % at 12.5 µM; 330,000 compounds, 0.83% hits;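 active means mean inhibition across replicates of 60% or more, whatever share of single replicates reaches that level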; further: values of inactives mirror those of a sister screen read the other way
iPSC survival up = enhancers of single-cell hiPSC survival, primary screen, ATPlite luminescence; 360,000 compounds, 0.044% hits; AID 602274, 2012; survival enhancement, % at 20 µM; 100% = ROCK inhibitor wells, 0% = DMSO; in the data active means survival enhancement above about 18%;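 further: cells exposed to compounds for 16 hours before the ATP read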
NR2E3 ag-1 = inhibitors of NR2E3-RetCOR corepressor binding, primary screen, NR2E3 agonist project, biochemical, TR-FRET, GST-NR2E3, biotin-RetCOR. AID 2300, 2010. inhibition of corepressor binding, % at 4.78 µM. 1536-well. 320,000 compounds, 0.12% hits;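 active means percent inhibition above the cutoff of mean plus 3 SD of all tested compounds, set per screening campaign, cut at about 20% in these data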;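 further: 0% = DMSO wells and 100% = biotin wells as full block of FRET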
Target sequence (Q9Y5X4 whole entry, looked up): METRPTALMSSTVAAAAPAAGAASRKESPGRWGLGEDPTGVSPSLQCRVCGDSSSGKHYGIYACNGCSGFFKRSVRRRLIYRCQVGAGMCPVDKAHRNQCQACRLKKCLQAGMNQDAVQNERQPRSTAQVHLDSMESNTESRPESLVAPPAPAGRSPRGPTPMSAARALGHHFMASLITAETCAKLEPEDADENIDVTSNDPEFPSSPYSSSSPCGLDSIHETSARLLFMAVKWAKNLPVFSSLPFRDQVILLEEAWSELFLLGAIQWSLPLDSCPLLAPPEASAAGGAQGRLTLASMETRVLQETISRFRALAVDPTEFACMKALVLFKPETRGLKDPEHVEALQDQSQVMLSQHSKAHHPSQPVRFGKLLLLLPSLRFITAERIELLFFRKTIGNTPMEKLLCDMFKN
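System: GST-tagged NR2E3 plus biotinylated RetCOR corepressor; Amount: 1.35 nM GST-tagged NR2E3 final; Dosing: single nominal compound dose of 4.8 µM; Schedule: 5 h incubation at 4 °C; Technique: TR-FRET with europium anti-GST and streptavidin-D2, 340 nm excitation; Controls: biotin wells as high control, 0.6% DMSO wells as low control.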
Exocytosis inh = LAMP-1 surface exposure blockers, TALL-104 cells – cell-based, flow cytometry, MLPCN library, primary screen | AID 651702, 2012 | TALL-104 LAMP-1 surface exposure; cells stimulated with thapsigargin and PMA | 360,000 compounds, 0.66% hits | inhibition, % at 10 µM;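 active means inhibition above about 55%, limit read from the data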
NR2E3 ag-2 = NR2E3 agonists in two-hybrid cells, primary screen, cell-based, luminescence, CHO-S, Gal4-NCOR/VP16-NR2E3; Photoreceptor-specific nuclear receptor (Homo sapiens), Q9Y5X4; luciferase; inhibition of corepressor binding, % at 3.98 µM; 360,000 compounds, 0.35% hits; AID 602229, 2012;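 active means inhibition above the mean of all tested compounds plus 3 SD, cut at about 70% in these data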;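 further: 0% = DMSO with NR2E3 transfected cells and 100% = cells lacking NR2E3 construct; higher means lower luciferase signal from less NR2E3 corepressor binding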
PDI inh = inhibitors of human PDI, primary screen, biochemical, turbidity, single point, plate reader | Protein disulfide-isomerase (Homo sapiens), P07237 | AID 588391, 2011 | PDI insulin aggregation turbidity, A650, 90 min | inhibition, % at 10 µM | 350,000 compounds, 0.052% hits;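 active means mean inhibition across replicates of 30% or more, whatever share of single replicates reach that level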;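 further: absorbance from insulin aggregation driven by PDI reduction with DTT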
Target sequence (P07237 whole entry, looked up): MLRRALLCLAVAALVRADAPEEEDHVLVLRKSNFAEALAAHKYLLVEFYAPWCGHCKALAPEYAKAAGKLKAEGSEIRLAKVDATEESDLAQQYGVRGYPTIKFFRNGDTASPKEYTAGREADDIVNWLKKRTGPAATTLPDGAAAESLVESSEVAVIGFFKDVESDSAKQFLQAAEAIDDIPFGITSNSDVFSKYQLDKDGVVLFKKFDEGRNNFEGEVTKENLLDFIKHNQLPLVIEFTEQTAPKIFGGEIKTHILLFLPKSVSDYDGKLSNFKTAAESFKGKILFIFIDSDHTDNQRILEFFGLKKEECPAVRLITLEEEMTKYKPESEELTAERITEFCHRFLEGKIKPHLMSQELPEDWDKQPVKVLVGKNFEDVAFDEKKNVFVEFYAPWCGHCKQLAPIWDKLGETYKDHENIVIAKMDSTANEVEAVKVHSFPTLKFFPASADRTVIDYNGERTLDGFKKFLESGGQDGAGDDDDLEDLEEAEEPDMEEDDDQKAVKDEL
aDG glyco act = activators of alpha-DG glycosylation, primary screen, uHTS, Pro5-aDG cells, AlphaScreen; alpha-DG glycosylation AlphaScreen (IIH6); 0% Pro5, 100% B10-LARGE cell signal; activation, % at 10 µM; 360,000 compounds, 0.22% hits; AID 624168, 2012;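 active means activation of at least 8% versus controls, or a plate z-score of at least 8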;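 further: Pro5 are CHO cells carrying HIG-tagged alpha-DG that lacks glycosylation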
Vif imaging = HIV Vif self-association inhibitors, primary screen, imaging, HEK293T, single point; HEK293T cells, Vif self-association by quenched fluorescence, 24 h; inhibition, % at 7.49 µM; 340,000 compounds, 0.35% hits; in the data active means inhibition above about 50%, passing the limit was not always enough; further: some results filed as inactive read as strong as hits
An asterisk follows results filed as active; x = no result given.

no.	SMILES	HIF-2a block	CaV13 FRET inh	Peg3 prom inh	MITF TRPM1 inh	iPSC survival up	NR2E3 ag-1
1	COc1ccc(N2CCN(C(=O)CCNS(=O)(=O)c3ccc4c(c3)CCC(=O)N4)CC2)cc1	1	-6	10	5	-0.1	2
2	C=CCn1c(SCC(=O)Nc2ccc(C)cc2C)nnc1-c1cccnc1	10	x	18	-4	-0.7	1
3	Cn1nc(C(F)(F)F)c(/C=N/OC(=O)c2ccccc2)c1Sc1ccc(Cl)cc1	8	x	21	2	6.7	1
4	CCOC(=O)C1=C(C)n2c(s/c(=C3\C(=O)Nc4ccccc43)c2=O)=NC1c1ccc(OC)cc1 (stereo unspecified)	8	-5	13	1	-1.7	-2
5	CCn1c(C(=O)N2CCCC(C(=O)NCCc3ccc(C)cc3)C2)cc2sccc21 (stereo unspecified)	0	x	25	26	-2.3	1
6	Cc1cccc(C)c1NC(=O)NC1(C(=O)N2CCOCC2)CCCCC1	8	-2	-9	1	0.5	4
7	COCCCN(C(=S)Nc1cc(Cl)cc(Cl)c1)C(C)c1ccncc1 (stereo unspecified)	26	-6	19	-14	1.6	3
8	COc1cccc(C2c3cc4c(cc3OC(N3CCCC3)C2C)OCO4)c1O (stereo unspecified)	23	-9	17	2	1.5	x
9	O=C(Nc1cc(-c2ccccc2)cs1)c1ccco1	-248	-13	-420	-111	-0.6	x
10	COc1ccc(CCNC(=O)COc2cc(=O)n(C)c3ccccc23)cc1OC	8	-8	-4	3	1.4	-1

no.	Exocytosis inh	NR2E3 ag-2	PDI inh	aDG glyco act	Vif imaging
1	-5	6	1	-0.1	11
2	0	-8	2	0.0	-11
3	-2	-5	11	3.4	-28
4	5	-16	5	0.1	-7
5	0	28	-2	0.8	-10
6	6	-14	-4	0.1	0
7	2	8	-4	0.3	-1
8	7	-12	-2	0.0	-8
9	2	-54	12	0.2	-11
10	11	-25	2	-0.1	3

Some entries already given, showing only HIF-2a block and MITF TRPM1 inh.
| # | SMILES | HIF-2a block | MITF TRPM1 inh |
| --- | --- | --- | --- |
| 3 | Cn1nc(C(F)(F)F)c(/C=N/OC(=O)c2ccccc2)c1Sc1ccc(Cl)cc1 | 8 | 2 |
| 6 | Cc1cccc(C)c1NC(=O)NC1(C(=O)N2CCOCC2)CCCCC1 | 8 | 1 |

Remaining list, next part
no.	SMILES	HIF-2a block	CaV13 FRET inh	Peg3 prom inh	MITF TRPM1 inh	iPSC survival up	NR2E3 ag-1
11	CCc1nc2ccc(C(=O)N3CCN(C(=O)c4ccco4)CC3)cn2c1N(CC)CCOC	-2	-5	5	x	-1.4	x
12	NS(=O)(=O)c1cc(C(=O)OCC(=O)c2ccccc2)c(Cl)cc1Cl	-7	-4	-3	8	-1.8	1
13	COCC(=O)NC1CCN(S(=O)(=O)c2ccc(C(=O)O)cc2)CC1	7	-4	12	-11	-0.6	-3
14	COC(=O)c1ccc(COc2ccccc2/C=C(\C#N)C(=O)NC(C)C)cc1	20	-5	-7	-20	0.0	0
15	CC(=O)N1c2ccc(S(=O)(=O)NCC3CCC(C(=O)N4CCC(C)CC4)CC3)cc2CC1C (stereo unspecified)	7	-5	11	-5	-0.1	-1
16	O=C(NC1=NCCS1)c1cccc(N2C(=O)c3ccccc3C2=O)c1	16	-5	0	-14	-2.4	6
17	COc1ccc(C(C)N2CC34C=CC(O3)C(C(=O)O)C4C2=O)cc1 (stereo unspecified)	26	x	7	10	2.7	-3
18	Cc1cc(C)c(C#N)c(SCC(=O)Nc2ccc3c(c2)OCO3)n1	-154	-3	-174	-53	2.0	2
19	O=S(=O)(NC1CCCCC1)c1cccs1	10	-3	12	-9	-0.4	0
20	CC(C)Oc1ccccc1/C=N/Nc1ccccc1[N+](=O)[O-]	-45	-6	-45	-73	3.7	1

no.	Exocytosis inh	NR2E3 ag-2	PDI inh	aDG glyco act	Vif imaging
11	-8	5	1	0.1	2
12	-1	17	11	-0.1	4
13	3	0	-5	-0.1	15
14	0	-11	-1	-0.2	3
15	-1	7	7	0.0	14
16	-2	1	-3	0.5	-9
17	-2	-24	-5	-0.1	-6
18	-2	-1	8	-0.1	-2
19	3	-28	4	0.0	-2
20	-5	-23	4	-0.7	-4

(more compounds)
no.	SMILES	HIF-2a block	CaV13 FRET inh	Peg3 prom inh	MITF TRPM1 inh	iPSC survival up	NR2E3 ag-1
21	CC(=O)c1cnc(SCCN2C(=O)c3ccccc3C2=O)nc1C	10	-4	1	-1	0.6	1
22	COc1ccc(CCNc2nc(-c3sc(N)nc3C)cs2)cc1OC	-1	-7	10	3	0.9	4
23	CC(C)(C)c1ccc(C(=O)NCC(=O)NCC(C)(C)N2CCOCC2)cc1	-6	-6	-1	2	4.6	x
24	Cc1ccc(NC2=NC3(CCCC3)N=C(N)N2)c(C)c1	11	9	14	16	0.1	3
25	Cc1ccc(NC(=O)C2CCN(S(=O)(=O)c3ccc4[nH]c(=O)ccc4c3)CC2)c(C)c1	4	-10	6	-12	1.6	-1
26	COc1cccc(/C=N/NC(=O)CSCC(=O)Nc2ccccc2)c1O	-22	-6	44	15	-1.9	-3
27	COC(=O)CC1C(=O)NCCN1C(=S)Nc1cccc(C)c1 (stereo unspecified)	7	-5	12	2	-2.4	-2
28	CN1C(=O)CSC1=Nc1cccc(C(=O)O)c1	10	-22	11	5	-0.7	-1
29	CCOC(=O)c1ccc(NC(=O)c2ccc[n+]([O-])c2)cc1	-7	-2	-2	0	0.0	2
30	O=C(CSc1nc(C2CC2)nc2ccccc12)N1c2ccccc2Sc2ccc(C(F)(F)F)cc21	-10	-4	-24	7	-1.3	-2

no.	Exocytosis inh	NR2E3 ag-2	PDI inh	aDG glyco act	Vif imaging
21	0	-5	6	0.0	-6
22	1	-3	0	0.8	-55
23	-6	-30	-13	-0.2	3
24	4	-2	-3	-0.1	0
25	-3	-13	x	-0.1	4
26	-3	-35	0	0.4	x
27	0	-11	3	0.1	0
28	0	4	-4	-0.1	-1
29	17	-15	8	-0.1	7
30	-2	-12	1	2.0	-6

(more compounds)
no.	SMILES	HIF-2a block	CaV13 FRET inh	Peg3 prom inh	MITF TRPM1 inh	iPSC survival up	NR2E3 ag-1
31	Cc1ccc(N(C(=O)CNC(=O)c2ccco2)C(C(=O)NC2CCCCC2)c2cccnc2)cc1 (stereo unspecified)	-2	-8	-8	5	0.1	0
32	N#CCCN1CCN(C(=S)c2ccc(-c3cc(Cl)ccc3Cl)o2)CC1	4	-4	12	-9	-0.7	0
33	COC(=O)c1ccccc1Sc1ncnc2onc(C)c12	13	-5	101*	6	-1.2	3
34	CCN(CC)c1ccc(S(=O)(=O)N2CCOCC2)cc1NC(=O)COC(=O)/C=C/c1ccc(O)c(OC)c1	0	-2	7	2	-1.7	x
35	CC(Sc1nnc(-c2cccs2)n1C1CC1)C(=O)NCC1CCCO1 (stereo unspecified)	-6	-3	-12	-6	-2.2	2
36	O=S(=O)(c1cccs1)N1CCC2(CC1)OCCN2S(=O)(=O)c1ccccc1	6	x	4	0	0.0	-1
37	O=C(CN(CCc1ccccc1)C(=O)CNS(=O)(=O)c1ccc(F)cc1)NCc1ccco1	-6	-5	-11	10	2.6	1
38	Cc1ccc(S(=O)(=O)N(C)c2ccc(C(=O)N3CCc4ccccc4C3)cc2)cc1	17	-21	26	12	0.1	-3
39	O=C(NCC1CCCO1)c1ccc(NC(=O)C2CCCCC2C(=O)O)cc1 (stereo unspecified)	6	-1	4	-5	1.8	4
40	CC1CCN(CC(O)COC2CCC(C(C)(C)C)CC2)CC1 (stereo unspecified)	24	x	7	0	-2.6	-2

no.	Exocytosis inh	NR2E3 ag-2	PDI inh	aDG glyco act	Vif imaging
31	-2	-5	-4	0.0	7
32	2	2	5	0.1	-18
33	0	-7	-2	0.8	-5
34	4	-5	-4	-0.2	-6
35	14	-5	3	-0.3	13
36	-16	5	-5	0.2	3
37	3	-16	3	0.4	-6
38	7	2	-1	-0.3	-5
39	0	-15	-6	0.1	2
40	-1	-1	-7	0.4	-1

Next records.
no.	SMILES	HIF-2a block	CaV13 FRET inh	Peg3 prom inh	MITF TRPM1 inh	iPSC survival up	NR2E3 ag-1
41	CCN(CC)C(=O)Sc1cccc2cccnc12	-8	-9	-4	12	10	3
42	CC1CCN(c2ccc3c(c2)S(=O)(=O)c2cccc(C(=O)NCc4cccc(F)c4)c2C3=O)CC1	-12	-38	-12	-26	-1.7	4
43	C/C=C/c1ccc(OCCCCOc2ccccc2F)c(OC)c1	-42	-5	-32	8	5.0	-1
44	NC(N)=Nc1ccc(C=C2C=Cc3ccccc32)cc1	-128	-3	104*	-2	-1.1	x
45	FC(F)(F)c1cnc(Oc2ccccc2-c2nnc(-c3ccc(Cl)cc3)o2)c(Cl)c1	-21	-5	-3	-3	-2.1	-1
46	Cc1ccc(NC(=O)CSCC(=O)N(CCC(C)C)c2c(N)n(Cc3ccccc3)c(=O)[nH]c2=O)cc1	17	-4	19	8	-0.5	x
47	CCn1c(SC(C)C(=O)Nc2ccc(N3CCOCC3)cc2)nnc1C1CC1 (stereo unspecified)	-10	-2	-4	12	1.1	2
48	COc1ccc(C(=O)CCc2nc3ccccc3s2)cc1	-94	-4	-69	7	-0.2	0
49	O=C(Cc1ccccc1)N/N=C/c1cccc([N+](=O)[O-])c1	-28	4	-24	-2	-0.5	4
50	COc1cc(CNC(C)(C)C)ccc1OCC(=O)NC(C)(C)C	13	5	-5	5	0.2	4

no.	Exocytosis inh	NR2E3 ag-2	PDI inh	aDG glyco act	Vif imaging
41	-3	-6	0	-0.2	23
42	11	-13	-4	-0.4	8
43	2	-3	-2	-0.2	-8
44	-7	-31	2	-0.4	7
45	2	-12	4	0.0	-2
46	3	4	-2	-0.1	x
47	-1	-13	3	-0.2	-6
48	-3	-33	9	0.3	-3
49	-2	-24	12	0.9	-7
50	-2	10	-1	0.0	-4

In the list so far, 3 have a tert-butyl group.
no.	SMILES	HIF-2a block	CaV13 FRET inh	Peg3 prom inh	MITF TRPM1 inh	iPSC survival up	NR2E3 ag-1
23	CC(C)(C)c1ccc(C(=O)NCC(=O)NCC(C)(C)N2CCOCC2)cc1	-6	-6	-1	2	4.6	x
40	CC1CCN(CC(O)COC2CCC(C(C)(C)C)CC2)CC1 (stereo unspecified)	24	x	7	0	-2.6	-2
50	COc1cc(CNC(C)(C)C)ccc1OCC(=O)NC(C)(C)C	13	5	-5	5	0.2	4

no.	Exocytosis inh	NR2E3 ag-2	PDI inh	aDG glyco act	Vif imaging
23	-6	-30	-13	-0.2	3
40	-1	-1	-7	0.4	-1
50	-2	10	-1	0.0	-4

Screens deposited in PubChem BioAssay by several laboratories.
